Assay outcomes deposited in PubChem by National Center for Advancing Translational Sciences (NCATS).
RXFP1 agonist: qHTS Assay for Agonists of the Relaxin Receptor RXFP1. Relaxin receptor 1 (Homo sapiens), Q9HBX9. HEK293T-RXFP1 cAMP TR-FRET, 30 min; response scale: percent of porcine relaxin response, buffer zero. Potency, µM (doses to about 57.5 µM), inactives show at the highest dose activation, actives largely listed as activators. hit rate 0.3% among 370,000. AID 2676, 2010; further: on the % scale 0 is the no-effect control and ±100 the full control effect; nearly all actives have a fitted effect of over 60% in size; many of its hits are not listed in these tables
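cAMP rise read by TR-FRET after 30 min, 37C compound exposure (up to 58 uM) in RXFP1-transfected HEK293 cells with Ro 20174 present. EC50 from Hill-equation fits, with 29 nM porcine relaxin as 100% and buffer as basal.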
Vif-APOBEC3G blk: qHTS for Inhibitors of Vif-A3G Interactions: qHTS. DNA dC->dU-editing enzyme APOBEC-3G (Homo sapiens), Q9HC16. HeLa A3G-eYFP + Vif (tagged APOBEC3G with the HIV-1 protein that degrades it), YFP fluorescence, overnight. Potency, µM (titrated, usually from 46.1 µM), without a hit: at the highest dose activity, negative = active, most hits filed as inhibitors. hit rate 0.076% among 410,000;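 further: on the % scale 0 is the no-effect control and ±100 the full control effect; nearly all actives have a fitted effect of over 60% in size; hits raise eYFP signal because A3G escapes Vif-driven loss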
Target sequence (Q9HC16 whole entry, looked up): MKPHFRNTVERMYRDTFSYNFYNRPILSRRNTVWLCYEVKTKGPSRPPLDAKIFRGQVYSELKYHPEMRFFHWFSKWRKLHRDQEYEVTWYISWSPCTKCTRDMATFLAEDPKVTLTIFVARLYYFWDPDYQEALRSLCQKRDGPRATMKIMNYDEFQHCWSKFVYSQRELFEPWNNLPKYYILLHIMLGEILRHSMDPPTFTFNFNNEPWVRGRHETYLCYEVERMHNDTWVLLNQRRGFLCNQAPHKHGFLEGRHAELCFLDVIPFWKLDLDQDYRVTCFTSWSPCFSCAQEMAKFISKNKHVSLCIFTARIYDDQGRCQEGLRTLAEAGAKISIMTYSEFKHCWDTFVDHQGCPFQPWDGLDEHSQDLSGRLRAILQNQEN
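HeLa cells stably expressing Vif and C-terminally eYFP-tagged A3G, seeded overnight at 37 deg C, then exposed to compound by pintool overnight at 37 deg C. Rise in yellow fluorescence (Ex 488/Em 500-530, Acumen) marks blocked Vif-driven A3G degradation.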
IDH1 R132H inh: qHTS for Inhibitors of mutant isocitrate dehydrogenase 1 (IDH1): qHTS. IDH1-R132H enzyme, NADPH consumption, diaphorase/resazurin fluorescence. Potency, µM (top dose mostly 76.6 µM), for inactives: top-dose activity change, negative = inhibition, actives largely listed as inhibitors. hit rate 0.093% among 390,000; further: on the % scale 0 is the no-effect control and ±100 the full control effect; nearly all actives have a fitted effect of over 65% in size
Target sequence (O75874 whole entry R132H, stated change not applied): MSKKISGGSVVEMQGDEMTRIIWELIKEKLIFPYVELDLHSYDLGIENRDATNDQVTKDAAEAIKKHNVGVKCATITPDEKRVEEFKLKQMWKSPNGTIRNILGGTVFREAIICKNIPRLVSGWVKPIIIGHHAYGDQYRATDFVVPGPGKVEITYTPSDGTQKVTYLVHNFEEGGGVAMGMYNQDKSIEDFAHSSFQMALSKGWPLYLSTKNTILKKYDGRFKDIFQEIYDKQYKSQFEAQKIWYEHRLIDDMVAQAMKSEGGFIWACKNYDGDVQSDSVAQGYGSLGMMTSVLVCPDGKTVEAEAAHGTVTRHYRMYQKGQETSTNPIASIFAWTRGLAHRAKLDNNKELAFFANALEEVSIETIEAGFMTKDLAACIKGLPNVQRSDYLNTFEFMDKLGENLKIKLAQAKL
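IDH1-R132H (0.5 ug/mL dispensed) in pH 7.5 Tris buffer was preincubated 30 min with compound, then given a substrate mix of 0.016 mM NADPH and 2 mM alpha-KG for 80 min at room temperature; remaining NADPH was read by diaphorase/resazurin fluorescence.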
USP1 inh: Inhibitors of USP1/UAF1: Primary Screen. Ubiquitin carboxyl-terminal hydrolase 1 (Homo sapiens), O94782. recombinant USP1/UAF1, Ub-Rhodamine cleavage fluorescence. Potency, µM (series often up to 57.1 µM), inactives show top-dose activity change, negative = inhibition, hits mostly inhibitors. hit rate 0.23% among 390,000; further: on the % scale 0 is the no-effect control and ±100 the full control effect; nearly all actives have a fitted effect of over 60% in size; inactives centre near -12
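USP1/UAF1 complex at 1 nM was preincubated with compound for 15 min at room temperature, then Ub-Rho substrate (150nM final) was added. Fluorescence (480/540 nm) was read kinetically, 6 reads every 60 seconds.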
TrxR1 substrate: qHTS Assay for Substrates of Mammalian Selenoprotein Thioredoxin Reductase 1 (TrxR1): qHTS; Thioredoxin reductase 1, cytoplasmic (Rattus norvegicus), O89049; purified TrxR1 substrate turnover, NADPH consumption readout; Potency, µM (doses to about 114 µM), for the others: at the top dose activity change, negative = substrate turnover; hit rate 0.01% among 390,000; AID 588456, 2011; further: on the % scale 0 is the no-effect control and ±100 the full control effect; nearly all actives have a fitted effect of over 50% in size
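Rat TrxR1, dispensed at 90 nM, was prereduced with 400 uM NADPH (final) for 5 min at ~22 deg C, then incubated with compound 15 min before 400 uM selenite. A first-read NADPH fluorescence drop versus no-compound background flagged substrates.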
RGS4 inhibitor: Inhibitors of Regulator of G Protein Signaling (RGS) 4: qHTS. AID 504845, 2011. Potency, µM (series often up to 114 µM), for the others: top-dose activity change, negative = inhibition, hits mostly inhibitors. Transcreener GDP fluorescence polarization, RGS4-accelerated GTP hydrolysis. hit rate 0.039% among 390,000. Regulator of G-protein signaling 4 (Homo sapiens), P49798; further: on the % scale 0 is the no-effect control and ±100 the full control effect; nearly all actives have a fitted effect of over 75% in size; some results filed as inactive show a strong effect at the top dose
Target sequence (P49798 whole entry, looked up): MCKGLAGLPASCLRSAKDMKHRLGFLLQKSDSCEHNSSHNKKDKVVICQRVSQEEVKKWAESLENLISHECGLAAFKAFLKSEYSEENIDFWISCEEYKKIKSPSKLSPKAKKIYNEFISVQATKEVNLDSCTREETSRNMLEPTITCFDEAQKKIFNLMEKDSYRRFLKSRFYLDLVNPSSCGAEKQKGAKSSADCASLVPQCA
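MLSMR compounds (23 nl, pin-transferred) preincubated 10 min at room temperature with a 500nM (2x) first reagent, then RGS4 at 900nM (2x) plus Transcreener GDP mix added; fluorescence polarization (620/688 nm) read before and after 90 min at 30 °C.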
ALOX12 inh: Primary qHTS assay for inhibitors of human arachidonate 12S-lipoxygenase (ALOX12): Round 2 | Potency, µM (series often up to 108 µM), inactives show at the top dose activity change, negative = inhibition, hits mostly inhibitors | hit rate 1.1% among 580,000 | purified 12hLO, xylenol orange hydroperoxide absorbance | AID 1671190, 2021 | Polyunsaturated fatty acid lipoxygenase ALOX12 (Homo sapiens), P18054; further: on the % scale 0 is the no-effect control and ±100 the full control effect
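Purified human 12hLO (150 nM final) in 25 mM Hepes, 0.01% Triton X-100, pH 7.0 was preincubated 15 min at room temperature with compound. Then 40 uM arachidonic acid was added, 30 min. Hydroperoxide was read by Fe-XO absorbance ratio 573/405 nm.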
Vif-APOBEC3F blk: qHTS for Inhibitors of Vif-A3F Interactions: qHTS; HeLa A3F-eYFP + Vif (tagged APOBEC3F with the HIV-1 protein that degrades it), YFP fluorescence increase; Potency, µM (doses to about 46.1 µM), without a hit: at the highest dose activity, negative = active; hit rate 0.2% among 390,000; further: % of control where 0% means no effect; nearly all actives have a fitted effect of over 65% in size
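Fluorescence increase (Ex 488/Em 500-530) after overnight compound treatment at 37 deg C flags inhibition of Vif-driven A3F-eYFP loss in stable HeLa A3F-eYFP/Vif cells seeded overnight beforehand.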
rTrxR1 inhibitor: qHTS Assay for Inhibitors of Mammalian Selenoprotein Thioredoxin Reductase 1 (TrxR1): qHTS | AID 588453, 2011 | Potency, µM (top dose mostly 114 µM), without a hit: top-dose activity change, negative = inhibition, usual class: inhibitors | recombinant rTrxR1, NADPH fluorescence consumption, selenite substrate | hit rate 1% among 390,000; further: on the % scale 0 is the no-effect control and ±100 the full control effect; nearly all actives have a fitted effect of over 65% in size
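Rat TrxR1 (90 nM in the dispensed reagent) was pre-reduced with 400 uM NADPH for 5 min at room temperature, then incubated with compound for 15 min. After 400 uM selenite was added, NADPH fluorescence (Ex 340/Em 450 nm) was followed for 8 min.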
Numbers without * were called inactive; i = inactive; u = inconclusive; x = not tested or not shown; & = joins results of further samples; [ ] = dose if it differs, or a comment. The call rests on the fitted dose curve; in most records, active means well fitted curve in the direction sought with a large enough effect; inconclusive means small, poorly fitted or top-dose-only effect, or another doubt; inactive means no such curve, though single readings can be large; an effect the other way counts as inactive or inconclusive. Potency means the concentration at half of the fitted maximal effect. These rows are one share of the data, so the mix of outcomes need not match the whole.

canonical_smiles | RXFP1 agonist | Vif-APOBEC3G blk | IDH1 R132H inh | USP1 inh | TrxR1 substrate | RGS4 inhibitor | ALOX12 inh | Vif-APOBEC3F blk | rTrxR1 inhibitor
COc1ccc(CNS(=O)(=O)c2ccc3c(c2)C(C)(C)C(=O)N3C)cc1OC | 0.6% | 0% | 8% | -5% | 6%[57.1 µM] | -14% | -9% | 1% | 12%[57.1 µM]
CCS(=O)(=O)c1ncc(Cl)c(C(=O)NCc2ccc(OC)cc2)n1 | 2.6% | -15% | 0% | -5% | 9%[57.1 µM] | u | -21% | -6% | u
COc1ccc(C(=O)O)cc1Nc1nc2ccc(C)cc2n2cnnc12 | 21% | -1% | 15% | 2% | -9% | 21% | -4% | -2% | 5%
Cc1cccc(N(C(=O)C(F)(F)F)C(C(=O)NC2CCCCC2)c2cccs2)c1 (stereo not drawn) | -0.3% | -7% | -7% | -4% | 0%[57.1 µM] | 3% | 4% | -7% | 14%[57.1 µM]
O=C(O)c1c(C(=O)N2N=C3/C(=C/c4ccccc4)CCCC3C2c2ccccc2)cccc1[N+](=O)[O-] (stereo not drawn) | 0.8% | -4% | 2% | -25% | 5%[57.1 µM] | 4% | u | -15% | 3%[57.1 µM]
O=C(NCc1ccccc1Cl)c1cccc(NC2=NC3CS(=O)(=O)CC3S2)c1 (stereo not drawn) | 11% | 2% | 15% | -17% | -6%[57.1 µM] | -6% | -1% | -4% | 20%[57.1 µM]
Cc1ccc(SCc2cc(=O)[nH]c(N3CCOCC3)n2)cc1 | -0.8% | 2% | 5% | -4% | -2% | -6% | 0%&1% | -10% | 6%
COc1ccc2cc(C(=O)NCc3ccc4c(c3)CCN4C(=O)c3ccc(C)cc3)[nH]c2c1 | 5.0% | -10% | -1% | -11% | -4%[57.1 µM] | -15% | u | 0% | 10%[57.1 µM]
Cc1c(Cl)cccc1NC(=S)N(Cc1cccs1)C1CCCC1 | -1.0% | 5% | 4% | -14% | -4% | -29% | -28% | 12% | 5%[57.1 µM]
CCc1ccc(C(=O)NCc2cccs2)s1 | 1.1% | 0% | 5% | 0% | -4% | -10% | 9% | 0% | -6%
O=C(NCc1ccc(N2CCCC2=O)cc1)c1cc(COc2c(F)cccc2F)on1 | 0.8% | 0% | 5% | -10% | -3% | -16% | 17% | 1% | -4%
CCC(=O)Nc1ccc(/C=C(\C(C)=O)C(=O)c2ccccc2)cc1 | 1.3% | u | -3% | -17% | 1%[57.1 µM] | -18% | u | -9% | -45%
O=C(CN1C(=O)NC2(CCCCCCC2)C1=O)NCc1ccccc1Cl | 2.0% | 3% | 20% | -14% | 5% | -4% | -22% | 0% | -12%
CCOc1ccc(S(=O)(=O)NCC(c2ccco2)S(=O)(=O)c2ccc(F)cc2)cc1 (stereo not drawn) | -0.8% | 12% | -18% | u | 0%[57.1 µM] | 14% | -13% | -1% | 11%[57.1 µM]
COc1ccc(NC(=O)N2CCCC2C(=O)NCC2CCCCC2)cc1 (stereo not drawn) | 0.2% | -1% | 1% | -4% | -5%[57.1 µM] | 8% | -4% | -3% | -7%[57.1 µM]
Cc1cc(=O)oc2cc(NC(=O)c3cc(F)ccc3F)ccc12 | 3.0% | -4% | 0% | -12% | 26% | -28% | -11% | -10% | 31%
CCNC(=O)COC(=O)/C=C/c1cccc([N+](=O)[O-])c1 | 0.7% | -1% | 2% | -2% | 9% | 1% | -3% | 1% | 32%
C=CCN1CC(C)/C(=N\O)CC1C (stereo not drawn) | 0.5% | -4% | -1% | u | 5%[11.4 µM] | u | 0% | 11% | 12%[11.4 µM]
c1ccc2c(c1)nnn2Cn1nnc2ccccc21 | x | -1% | -5% | -24% | x | x | -19% | 3% | x
C=CCNC(=O)/C(C#N)=C/c1ccccc1OCc1ccc(C(=O)OC)cc1 | -0.8% | u | 6% | -9% | 12% | 31% | 1% | u | u
CCOC(=O)c1sc(=S)n(-c2ccc(C)cc2)c1N | 1.1% | -5% | -9% | u | -14% | u | u | -8% | -15%
CC(C)c1ccc(CNCCCSc2ncccn2)cc1 | 9.9% | 5% | 11% | -16% | 16% | -33% | 25µM* | 0% | 30%
Cc1cccn2c1nc(=S)n2C(=O)c1ccco1 | 0.5% | -8% | 3% | -16% | -3% | -39% | 9% | -7% | 1%
CC(=O)NC(CCS(C)(=O)=O)C(=O)Nc1cc(C)ccc1C (stereo not drawn) | -0.6% | 0% | -2% | 1% | 9%[57.1 µM] | 30% | 12%[57.4 µM] | 3% | 20%[57.1 µM]
O=C1C2CC=CCC2C(=O)N1n1cnnc1 (stereo not drawn) | 3.0% | 2% | -2% | -20% | 4% | -12% | 0% | -1% | 28%
COC(=O)c1cccc(NS(C)(=O)=O)c1 | -2.1% | 0% | 5% | -15% | 2%[57.1 µM] | -11% | 10% | 5% | 2%[57.1 µM]
CC(=O)N1CCOc2ccc(S(=O)(=O)NCC3CCC(C(=O)NCCC(C)C)CC3)cc21 (stereo not drawn) | 0.5% | 0% | -6% | -27% | 0% | -14% | 3% | -1% | -2%
O=C(NNC(=O)c1cnccc1C(F)(F)F)c1cccc(Cl)c1 | -0.3% | -11% | 3% | -16% | -13% | -13% | i | -2% | -19%
CCN(CC)CCN1C(=O)C(=O)/C(=C(/O)c2c(C)[nH]c(C(=O)OC)c2C)C1c1cccs1 (stereo not drawn) | -0.2% | -2% | 3% | -20% | -17% | -34% | 0% | 1% | -34%
Cc1nn(C(C)C)c(C)c1CN1CCCC(C(=O)c2cccc(OC(C)C)c2)C1 (stereo not drawn) | 0.8% | -1% | -4% | -1% | 2% | 24% | -18% | 3% | 11%

Looked up above.
Cc1nn(C(C)C)c(C)c1CN1CCCC(C(=O)c2cccc(OC(C)C)c2)C1 (stereo not drawn) in USP1 inh is entered as -1%
CC(=O)NC(CCS(C)(=O)=O)C(=O)Nc1cc(C)ccc1C (stereo not drawn) in IDH1 R132H inh is entered as -2%

Later entries
canonical_smiles | RXFP1 agonist | Vif-APOBEC3G blk | IDH1 R132H inh | USP1 inh | TrxR1 substrate | RGS4 inhibitor | ALOX12 inh | Vif-APOBEC3F blk | rTrxR1 inhibitor
C=CCn1c(SCC(=O)N(CCOC)c2c(N)n(CCCC)c(=O)[nH]c2=O)nnc1-c1ccc(Cl)cc1 | 0.3% | -1% | -1% | -8% | 1%[57.1 µM] | 6% | -4% | -13% | 3%[57.1 µM]
C=CCC(C#Cc1ccccc1)[N+](C)(C)CC=C (stereo not drawn) | 0.6% | 0% | 4% | 7% | 6%[57.1 µM] | -20% | -9%&-13% | -1% | 5%[57.1 µM]
Cc1ccc(C)c(NC(=O)c2cnc3sc(N4CCOCC4)nn3c2=O)c1 | 9.0% | 0% | 13% | -26% | 15%[57.1 µM] | -17% | -1% | -6% | 24%[57.1 µM]
CC1CN(CC(=O)c2c(N)n(Cc3ccccc3)c(=O)n(C)c2=O)CC(C)O1 (stereo not drawn) | -1.4% | -7% | -2% | -1% | 4%[57.1 µM] | 4% | 17% | 8% | 20%
Cc1ccc(/C=C(\C#N)C(=O)Nc2ccc(Br)cc2)o1 | u | x | x | -4% | -3% | -6% | 5% | x | 9%
Cc1c(C(=O)NCc2cccc(Cl)c2)sc2nc3n(c(=O)c12)CCC3 | 0.3% | 3% | 19% | 2% | 4%[11.4 µM] | 11% | -28% | -1% | -2%
c1ccc(Cn2c(-c3ccccc3)c[n+]3c2SCCC3)cc1 | 2.2% | 5% | 15% | -6% | 10% | -28% | 16% | -10% | 11%
O=C(Nc1ccc2c(c1)CCC2)C1CCCN(c2ncccn2)C1 (stereo not drawn) | 3.2% | -2% | 9% | -24% | 33% | -19% | -24% | 1% | 17%
CCCNC(=O)C(Sc1ccccc1)c1ccccc1 (stereo not drawn) | 0.4% | 1% | 7% | -15% | 1% | 5% | 3% | 4% | 1%
CCC(C(=O)NCCCN1CCN(CCCNC(=O)C(CC)c2ccccc2)CC1)c1ccccc1 (stereo not drawn) | -1.0% | 0% | 0% | -2% | -1% | -20% | 0% | 4% | 11%
CCOC(=O)CNC(=O)CSc1nc(N)cc(N)n1 | 2.4% | 2% | -6% | -15% | -2% | 40% | -17% | -6% | 5%
COc1ccc(-c2[nH]ncc2-c2cscn2)c(O)c1 | 0.2% | 2% | -5% | -9% | 2% | -9% | -1% | 6% | 12%
COc1ccc(Cl)cc1S(=O)(=O)NC(C)C(=O)NCc1ccc2c(c1)OCO2 (stereo not drawn) | -0.7% | -3% | 3% | -14% | 5%[57.1 µM] | u | -23% | -3% | 18%[57.1 µM]
COc1ccc(CCN(C)C(=O)c2oc3ccccc3c2C)cc1OC | 2.3% | 0% | 2% | -12% | 14% | -14% | u | 4% | 15%
